EPAC2 agonist: EPAC2 (human) agonism; EPAC2 activation, biochemical qHTS; response scale: 100% = 6.5 mM cAMP response; Potency, µM (highest dose often 154 µM), without a hit: top-dose activation, usual class: activators; 0.079% of 360,000 active; also: potency is read from the fitted curve at half-maximal effect; nearly all actives have a fitted effect of over 50% in size
Target sequence (Q8WZA2 whole entry, looked up): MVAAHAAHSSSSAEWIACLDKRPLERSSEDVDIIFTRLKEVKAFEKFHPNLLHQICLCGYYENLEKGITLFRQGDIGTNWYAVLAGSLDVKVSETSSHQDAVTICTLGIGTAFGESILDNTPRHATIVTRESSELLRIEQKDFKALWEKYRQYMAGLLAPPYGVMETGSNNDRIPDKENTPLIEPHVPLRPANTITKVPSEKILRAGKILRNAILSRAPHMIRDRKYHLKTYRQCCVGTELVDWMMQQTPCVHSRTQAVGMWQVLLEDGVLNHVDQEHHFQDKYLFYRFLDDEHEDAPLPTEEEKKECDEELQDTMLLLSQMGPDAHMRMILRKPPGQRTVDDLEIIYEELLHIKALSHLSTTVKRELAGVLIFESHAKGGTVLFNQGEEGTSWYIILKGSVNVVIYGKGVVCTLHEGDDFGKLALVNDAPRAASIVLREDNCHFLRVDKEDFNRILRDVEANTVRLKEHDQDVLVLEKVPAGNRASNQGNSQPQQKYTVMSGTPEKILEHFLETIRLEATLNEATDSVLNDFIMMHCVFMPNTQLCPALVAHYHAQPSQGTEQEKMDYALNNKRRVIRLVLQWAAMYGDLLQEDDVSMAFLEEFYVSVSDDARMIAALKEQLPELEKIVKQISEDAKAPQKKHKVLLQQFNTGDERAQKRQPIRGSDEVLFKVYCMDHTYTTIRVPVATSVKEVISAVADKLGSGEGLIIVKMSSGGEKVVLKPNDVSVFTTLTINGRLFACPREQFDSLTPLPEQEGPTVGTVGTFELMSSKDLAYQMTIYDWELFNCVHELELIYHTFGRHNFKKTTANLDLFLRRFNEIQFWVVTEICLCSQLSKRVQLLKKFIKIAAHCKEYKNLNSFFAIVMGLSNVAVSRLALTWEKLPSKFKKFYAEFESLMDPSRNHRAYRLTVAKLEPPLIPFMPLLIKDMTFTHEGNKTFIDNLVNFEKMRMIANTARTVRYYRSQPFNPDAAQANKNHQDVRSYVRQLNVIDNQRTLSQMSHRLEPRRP
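Readout is BODIPY fluorescence (480 nm excitation, 540 nm emission), which falls as labeled GDP is exchanged off Rap1B. EPAC2 at 100 nM acted on 250 nM RAP1B-BODIPY-GDP with 50 uM GDP present.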
Nrf2 block: inhibitors of Nrf2 signaling. A549 ARE-Fluc reporter, luciferase luminescence, 18-24 h. Potency, µM (titrated, usually from 46 µM), for inactives: top-dose activity change, negative = inhibition, actives largely listed as inhibitors. 2.1% of 360,000 active. AID 504444; also: potency is read from the fitted curve at half-maximal effect; % is scaled to controls: 0 for no effect and ±100 for the full control effect; nearly all actives have a fitted effect of over 60% in size
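A549 ARE_Fluc cells (5000/well, 5% FBS OPTI-MEM) pre-incubated 2 h, then treated with compounds 18-24 h at 37C/5% CO2 in concentration-response. CellTiter-Fluor viability read first; BugLite luciferase luminescence after 15 min at room temperature gives Nrf2 activity.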
HepG2 tox: counter-screen for TGF-b inhibitors: cytotoxicity in HepG2 cells. HepG2 CAGA-GFP viability, ATP luminescence, 18 h. Potency, µM (highest dose often 46.1 µM), without a hit: at the top dose activity change, negative = cytotoxicity, hits mostly cytotoxic. 0.76% of 410,000 active; also: potency is read from the fitted curve at half-maximal effect; some results filed as inactive show a strong effect at the top dose
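CellTiter-Glo luminescence gave cytotoxicity after 18 hours at 37 degrees C. The cells were HepG2 CAGA-GFP in 1% FBS DMEM, stimulated with 500 pg/mL TGF-beta after compound addition. %Activity was normalised to no-cell wells (complete cell-killing) and DMSO (no toxicity), and curves were fitted and classified.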
ATXN viability: reduces viability in counter-screen for ATXN expression inhibitors; S2 cells (HEK-293 line with an ATXN2-luciferase reporter) viability, CellTiter-Fluor protease fluorescence, 24 h; Potency, µM (series often up to 56.7 µM), usual class: cytotoxic; 0.49% of 400,000 active; AID 651635; also: potency is read from the fitted curve at half-maximal effect; nearly all actives have a fitted effect of over 40% in size
IL2 activator: IL-2 activation. IL-2 activation reporter assay, cell-based qHTS; stimulated with anti-CD3/CD4/CD28 beads; in transgenic mouse T cells. activation, % (series mostly up to about 46 µM). 0.065% of 360,000 active; in the data active = activation above about 50%; inconclusive = mostly about 30% to 49%; also: 0% is about no effect
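Unstimulated transgenic mouse T cells preincubated 60 min with compound, then stimulated with anti-CD3/anti-CD4-coated beads plus anti-CD28 for 18 h at 37 degrees C. IL-2 response read as EGFP and DsRed fluorescence by plate cytometry.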
A549 tox: counter-screen for Nrf2 inhibitors: cytotoxicity in A549 cells; A549 ARE-Fluc cells, CellTiter-Fluor viability, 18-24 h; Potency, µM (titrated, usually from 46 µM), without a hit: at the top dose activity change, negative = cytotoxicity, usual class: inhibitors; 0.16% of 390,000 active; AID 504648; also: potency is read from the fitted curve at half-maximal effect; % is scaled to controls: 0 for no effect and ±100 for the full control effect
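Cytotoxicity counterscreen: CellTiter-Fluor fluorescence was measured in A549 ARE_Fluc cells after 18-24 h of compound exposure in a concentration series. The subsequent BugLite luminescent read reports ARE-luciferase activity.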
ATXN2 expr inh: reduces ATXN2 reporter expression in HEK-293 cells; HEK-293 ATXN2-luciferase reporter, luminescence, 24 h; Potency, µM (top dose mostly 57 µM), for inactives: at the top dose activity change, negative = inhibition, usual class: inhibitors; 0.72% of 360,000 active; AID 1745845; also: potency is read from the fitted curve at half-maximal effect; % is scaled to controls: 0 for no effect and ±100 for the full control effect; nearly all actives have a fitted effect of over 55% in size
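qHTS (up to 57 uM final) was run with 24 h compound exposure of reporter cells at 37 °C. Each well was multiplexed: SteadyGlo luminescence measured ATXN2-luciferase expression after a fluorogenic Gly-Phe-AFC viability readout (25 uM final).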
Nrf2 ARE act: activates Nrf2 signaling | AREc32 ARE-luciferase reporter (MCF7-derived line), luminescence, 24 h | AID 624171 | 0.31% of 410,000 active | Potency, µM (top dose mostly 46.1 µM), without a hit: at the highest dose activation, most hits filed as activators; also: potency is read from the fitted curve at half-maximal effect; % of control where 0% means no effect; nearly all actives have a fitted effect of over 65% in size
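Luciferase luminescence (Steady-Glo, 30 min at room temperature) served as the read-out of ARE activation in AREc32 cells treated with compounds for 24 hr at 37 deg C.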
TGFb SMAD3 inh: blocks TGF-b signaling; HepG2 CAGA-GFP TGF-b/SMAD3 reporter, GFP fluorescence, 18 h; TGF-beta stimulated, 500 pg/mL final; 1.2% of 410,000 active; Potency, µM (highest dose often 46.1 µM), without a hit: top-dose activity, negative = inhibition, most hits filed as inhibitors; AID 588855; also: potency is read from the fitted curve at half-maximal effect; % is scaled to controls: 0 for no effect and ±100 for the full control effect; nearly all actives have a fitted effect of over 65% in size
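Inhibition was scored as loss of TGF-beta-induced (500 pg/mL final, 18 hours, 37 degrees C) GFP in HEPG2 cells carrying a CAGA-GFP reporter, in DMEM with 1% FBS. Well GFP was summed per cell; Activity was normalised to unstimulated and stimulated DMSO wells, then concentration-response fitting.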
* hit, by the source's call; i = inactive; ? = inconclusive; · = not tested or not shown; [ ] = dose if it differs, or a comment. Unless noted, calls follow the shape of the dose curve; as a rule, active = well fitted curve in the direction sought with a large enough effect; inconclusive = small, poorly fitted or top-dose-only effect, or another doubt; inactive = no such curve, though single readings can be large; an effect the other way counts as inactive or inconclusive.

SMILES	EPAC2 agonist	Nrf2 block	HepG2 tox	ATXN viability	IL2 activator	A549 tox	ATXN2 expr inh	Nrf2 ARE act	TGFb SMAD3 inh
CCOC(=O)c1cc(C)sc1NC(=O)CSc1nnnn1C	15%	-6%	-34%	i	1.1	-2%	5%	-0.4%	-26%
CCN(CCCNC(=O)Cn1ncc2c3ccccc3n(C)c2c1=O)c1cccc(C)c1	·	1%	3%	i	·	2%	4%	-0.1%	1%
CC1(C)C2([N+](=O)[O-])CN(CCO)CC1([N+](=O)[O-])CN(CCO)C2	8%	10%	24%	i	-0.1	2%	-11%	0.4%	-5%
Cc1cccc(NC(=S)NNC(=O)c2ccco2)c1	8%	16%	0%	i	-0.1	8%	25%	7.1%	-9%
CC(=O)N(C)C1(c2nnnn2CCOC(=O)Nc2cccc3ccccc23)CCCC1	3%[15.6 µM]	?	16%	i	-0.4	-5%	1%	1.0%	3%
Cc1cc(NC(=O)COC(=O)c2ccc(NS(=O)(=O)c3ccc(C)c(C)c3)cc2)no1	9%	?	4%	i	-0.4	-7%	0%	-0.1%	12%
CCOC(=O)CSc1nc2cc(C(=O)N3CCC(C(N)=O)CC3)ccc2c(=O)n1-c1ccccc1	-8%	·	-1%	i	-0.8	-9%	-4%	1.9%	-14%
Cc1ccc(CCC(=O)Nc2nccs2)o1	9%	8%	0%	i	-1.0	-6%	20%	2.2%	-2%
Cc1oc(-c2ccccc2F)nc1CSCC(=O)N1CCN(c2ccccc2)CC1	·	7.3µM*	-50%	?	·	-22%	?	-0.5%	?
COc1ccc(S(=O)(=O)n2nc(OC(=O)c3ccc(C)cc3)cc2N)cc1	7%	0.58µM*	-32%	i	-1.3	-14%	-16%	-1.9%	0%
CCN1CCN(c2cc(N3CCc4ccccc4C3)c(F)cc2[N+](=O)[O-])CC1	10%	?	-57%	i	-0.7	?	-33%	9.8%	?
O=C1c2ccccc2C(=O)N1CCCCN(C(=O)c1cccc([N+](=O)[O-])c1)c1ccc(Cl)cc1	11%	?	-2%	i	-0.6	17%	-20%	-0.3%	19%
COc1ccc(NC(=O)CN2CCC(C)CC2)cc1	-6%	28%	-19%	i	-1.8	-1%	14%	0.1%	-9%
Cc1cc(C(=O)CSc2nnc(N)s2)c(C)n1CCc1ccc(Cl)cc1	0%	?	-28%	i	-2.3	-7%	-2%	3.6%	-13%
COc1ccc(C(=O)NCCc2nnc(SCc3nc4ccccc4c(=O)[nH]3)n2C)cc1	1%	-9%	1%	i	0.3	-1%	0%	4.3%	5%
CC1(C)NC(=O)N(CC(O)COc2ccccc2C(=O)Nc2ccccc2)C1=O (stereo not drawn)	4%	-8%	0%	·	-1.7	-6%	·	0.1%	29%
O=C(O)c1nccnc1C(=O)Nc1ccc(S(=O)(=O)N2CCOCC2)cc1	4%	1%	18%	i	0.3	-3%	-3%	-0.3%	13%
Cc1ccc(NC(=O)c2ncn(CCCNCCCc3ccccc3)n2)cc1C	12%	12%	-47%	?	-1.0	-3%	?	9.4%	?
COC(=O)c1sccc1NC(=O)/C=C/c1ccc(Cl)cc1	1%	?	-11%	i	0.5	-2%	26%	?	6%
Cc1nc2ccc(Br)cn2c1NC(C)(C)C	8%	·	-7%	i	-1.5	0%	1%	0.4%	1%
CCOc1ccc(NC(=O)c2cccc3ccccc23)cc1	2%	6%	6%	i	0.7	-8%	·	0.2%	22%
N#Cc1ccsc1NC(=O)CN1CCCCCC1	-6%	6%	-2%	i	0.4	0%	-4%	0.3%	0%
COc1ccc(C)cc1NC(=O)Cn1cc(S(=O)(=O)N2CCC(C)CC2)c2ccccc2c1=O	·	-4%	-19%	i	·	-5%	-4%	0.6%	-29%
Cc1c(C(=O)NCCN(C)C)oc2ccc(S(=O)(=O)N3CCCC3)cc12	10%	4%	-18%	i	2.5	12%	2%	2.6%	-1%
Cc1cc(=O)n2nc(N3CCC(C(=O)Nc4c(C)cccc4C)CC3)sc2n1	·	?	1%	i	·	2%	0%	4.0%	?

Continued:
SMILES	EPAC2 agonist	Nrf2 block	HepG2 tox	ATXN viability	IL2 activator	A549 tox	ATXN2 expr inh	Nrf2 ARE act	TGFb SMAD3 inh
CC1=C(C(=O)OC2CCCC2)C(c2coc3ccccc3c2=O)C2=C(CCCC2=O)N1 (stereo not drawn)	-1%	-9%	-14%	?	-1.9	-19%	-12%	6.9%	27%
N#CCc1c(C#N)c(N)nc(N2CCN(C=O)CC2)c1C#N	6%	1%	6%	i	-1.3	-7%	·	0.6%	-3%
Cc1ccccc1C(=O)NC(=S)Nc1ccc(Oc2ccc(Cl)cc2)cc1	10%	?	-6%	i	1.4	3%	-12%	-0.3%	?
COc1ccccc1N1C(=O)CC(N2CCc3ccccc32)C1=O (stereo not drawn)	-7%	13%	-3%	i	-1.1	-6%	11%	2.5%	6%
O=C(O)CCn1c(=O)sc2ccccc21	15%	-3%	-9%	i	1.0	·	4%	-0.6%	-1%
C=CCNC(=O)c1ccc2c3n(nc2c1)-c1ccc(C)cc1CO3	13%	-5%	-14%	i	-0.4	0%	3%	3.7%	-29%
Cc1cccc(CS(=O)(=O)Cc2ccc(C(=O)NCCN3CCCCC3C)o2)c1 (stereo not drawn)	-2%	7%	-1%	i	1.3	8%	-5%	-0.8%	8%
CCOC(=O)[C@H]1CCC[C@@H](NS(=O)(=O)c2ccc(NC(C)=O)cc2)C1	0%	·	-35%	i	2.7	11%	6%	-0.4%	?
O=C(CSc1nc2ccccc2c(=O)n1NC(=O)Cc1ccccc1)NCc1ccccc1	-2%	-6%	-23%	i	-0.4	-2%	10%	0.2%	0%
O=C(Nc1ccc(F)cc1)c1cccnn1	4%	4%	-41%	i	2.4	3%	·	-0.6%	-15%
Nc1ccccc1SCC(=O)N1CCc2ccccc21	5%	·	0%	i	1.4	3%	41%[activator]	1.7%	4%
O=S(=O)(c1cc(Cl)ccc1Cl)N1CCc2ccccc21	8%	-9%	-20%	i	5.3	9%	·	0.1%	?
Cc1cc(C)c(S(=O)(=O)Nc2ccc(O)cc2)cc1C	7%	?	-10%	i	-2.5	-3%	12%	0.3%	-14%
CC(C)Nc1nc2ccccc2c(=O)[nH]1	-2%	-1%	-4%	i	0.0	-4%	-1%	-0.6%	-14%
C[C@@H](NCCCn1cnc2c(OCc3ccccc3)ncnc21)c1cccc2ccccc12	-4%	-4%	14µM*	?	0.2	-9%	?	-1.5%	?
CCOC(=O)c1c(C)[nH]c(C)c1S(=O)(=O)N1CCC(C(=O)N2CCN(c3ccc(F)cc3)CC2)CC1	·	·	-35%	i	·	2%	-9%	-0.6%	-8%
Cc1ccc(-c2cnc(SCC(=O)N3CCCc4ccccc43)n2C)cc1	17%	?	-29%	i	-2.0	-7%	4%	0.1%	?
CC(C)(C)S(=O)(=O)c1nc2ccccc2s1	-12%	0%	-25%	i	0.6	-2%	6%	26%	-6%
O=C(COC(=O)c1cccc(S(=O)(=O)N2CCc3ccccc32)c1)Nc1ncc(C(F)(F)F)cc1Cl	-5%	-7%	-2%	i	-0.2	15%	2%	2.7%	7%
COc1ccc(CNc2c(CO)cnc3c2cnn3C)cc1	3%	-7%	9%	i	-2.3	-12%	-20%	1.2%	8%
N#CCSC1=Nc2ccccc2C2=NC(CCC(=O)N3CCN(c4ccccc4)CC3)C(=O)N12 (stereo not drawn)	-2%	-17%	0%	i	-0.8	-8%	-18%	-1.0%	-8%
CC(C)C(=O)Nc1cccc(NC2=NS(=O)(=O)c3ccccc32)c1	·	-1%	1%	i	·	-3%	4%	-0.3%	3%
O=c1[nH]cc(COCc2ccccc2)c(=O)[nH]1	-4%	·	-1%	i	-2.2	-1%	3%	-1.4%	5%
O=C(Nc1nc(-c2ccc(S(=O)(=O)N3CCCC3)cc2)cs1)c1ccco1	2%	?	-23%	i	-0.6	-26%	-14%	3.5%	-12%
CC(C)Oc1ccc(/C=C(/NC(=O)c2ccccc2)C(=O)NCCC(=O)O)cc1	0%	-13%	0%	i	-3.7	-2%	8%	0.1%[9.22 µM]	-1%

Another view of some results above.
SMILES,EPAC2 agonist,Nrf2 block,HepG2 tox,ATXN viability,IL2 activator,A549 tox,ATXN2 expr inh,Nrf2 ARE act,TGFb SMAD3 inh
CC(C)(C)S(=O)(=O)c1nc2ccccc2s1,-12%,0%,-25%,i,0.6,-2%,6%,26%,-6%
O=C(COC(=O)c1cccc(S(=O)(=O)N2CCc3ccccc32)c1)Nc1ncc(C(F)(F)F)cc1Cl,-5%,-7%,-2%,i,-0.2,15%,2%,2.7%,7%
COc1ccc(CNc2c(CO)cnc3c2cnn3C)cc1,3%,-7%,9%,i,-2.3,-12%,-20%,1.2%,8%
N#CCSC1=Nc2ccccc2C2=NC(CCC(=O)N3CCN(c4ccccc4)CC3)C(=O)N12 (stereo not drawn),-2%,-17%,0%,i,-0.8,-8%,-18%,-1.0%,-8%
CC(C)C(=O)Nc1cccc(NC2=NS(=O)(=O)c3ccccc32)c1,·,-1%,1%,i,·,-3%,4%,-0.3%,3%
O=c1[nH]cc(COCc2ccccc2)c(=O)[nH]1,-4%,·,-1%,i,-2.2,-1%,3%,-1.4%,5%
O=C(Nc1nc(-c2ccc(S(=O)(=O)N3CCCC3)cc2)cs1)c1ccco1,2%,?,-23%,i,-0.6,-26%,-14%,3.5%,-12%
CC(C)Oc1ccc(/C=C(/NC(=O)c2ccccc2)C(=O)NCCC(=O)O)cc1,0%,-13%,0%,i,-3.7,-2%,8%,0.1%[9.22 µM],-1%

High-throughput results: PubChem BioAssay, National Center for Advancing Translational Sciences (NCATS)
